HCV core dimer = blocks dimerization of HCV core protein; TR-FRET GST/Flag-core106 dimerization, 1536-well; inhibition, % at 5 µM; 300,000 tested, 0.33% active;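 active = inhibition above the mean of all tested compounds plus 3 SD, set per screening campaign, cut at about 45% in these data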
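Assay system: tagged HCV core106 pair (GST and Flag); medium: KF-containing HEPES buffer, pH 7.45, DTT, CHAPS, BSA; also added: Eu donor and XL665 acceptor anti-tag antibodies; dosing: 5 µM single dose; timing: compound-protein-antibody incubation 4 h at 22.5 °C; signal: TR-FRET 671 and 617 nm emission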
PREPL inh = inhibits the human prolyl oligopeptidase-like enzyme. Q4J6C6. recombinant PREPL, fluorescence polarization activity-based probe. inhibition, % at 5.96 µM. 320,000 tested, 0.68% active; in the data active = inhibition above about 43%;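 also: 0% = enzyme with DMSO and 100% = wells lacking enzyme; many of its hits are not listed in these tables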
JMJD2C inh = blocks human GASC-1 demethylase activity | Q9H3R0 | GST-JMJD2C(1-420) H3K9me3 demethylation, DELFIA europium | inhibition, % at 2.35 µM | 330,000 tested, 0.069% active;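 active = more than half of a compound's replicate wells show inhibition beyond 50%, single wells judged on their own value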;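 also: signal counts dimethyl H3K9 product captured on neutravidin plate; 0% = median of DMSO wells and 100% = 0.3 times that DMSO median; strong numbers were not always called active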
Target sequence (Q9H3R0 1-420 limits assumed): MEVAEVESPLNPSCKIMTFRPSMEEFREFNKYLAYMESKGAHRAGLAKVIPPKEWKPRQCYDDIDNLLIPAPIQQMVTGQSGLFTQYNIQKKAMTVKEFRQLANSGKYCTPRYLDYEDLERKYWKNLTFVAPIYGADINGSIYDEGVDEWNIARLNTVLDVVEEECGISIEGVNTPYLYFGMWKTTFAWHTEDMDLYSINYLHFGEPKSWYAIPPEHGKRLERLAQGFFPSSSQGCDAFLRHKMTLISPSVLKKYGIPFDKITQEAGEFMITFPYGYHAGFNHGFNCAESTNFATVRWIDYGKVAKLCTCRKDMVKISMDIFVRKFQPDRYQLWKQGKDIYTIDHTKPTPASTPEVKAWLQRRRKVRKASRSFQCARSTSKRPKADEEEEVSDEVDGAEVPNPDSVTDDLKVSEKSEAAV
Efflux pump mplx = blocks antifungal efflux pumps in multiplex yeast assay | 330,000 tested, 0.44% active | inhibition, % at 10 µM | S. cerevisiae Candida pump triplex, Nile Red efflux | AID 485275;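 active = plate passing quality check with inhibition over a set limit, or well fluorescence over plate mean plus 4 SD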;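 also: Nile Red retained in pooled yeast measured as flow cytometry median fluorescence; 0% = buffer negative control and 100% = Enniatin B positive control; higher means more Nile Red kept so more efflux inhibition; some compounds called inactive have numbers as strong as hits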
PP5 inh = inhibitors of human protein phosphatase 5 (PP5). inhibition, % at 6.7 µM. 320,000 tested, 0.18% active. purified PP5c, OMFP substrate fluorescence. AID 1987;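 active = inhibition above the campaign's mean inhibition across all tested compounds plus 3 SD, cut at about 9.5% in these data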;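 also: 0% = DMSO only and 100% = 100 µM cantharidin control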
TPT1 inh = C. albicans TPT1 enzyme inhibition | recombinant caTPT1, FP RNA substrate dephosphorylation | inhibition, % at 5 µM | 300,000 tested, 0.81% active;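 active = inhibition above the mean of all tested compounds plus 3 SD, set per screening campaign, cut at about 24% in these data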;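 also: plate controls were DMSO alone for no effect and ferristatin control at 100 nM for full effect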
PP1 inh = blocks human PP1-alpha phosphatase, a PP5 counter-screen. 320,000 tested, 0.9% active. inhibition, % at 6.7 µM. P62136. AID 2235. purified PP1alpha, OMFP fluorescence;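 active = inhibition above the mean inhibition of all tested compounds plus 3 SD, computed separately for each screening campaign, cut at about 15% in these data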
Target sequence (P62136 whole entry, looked up): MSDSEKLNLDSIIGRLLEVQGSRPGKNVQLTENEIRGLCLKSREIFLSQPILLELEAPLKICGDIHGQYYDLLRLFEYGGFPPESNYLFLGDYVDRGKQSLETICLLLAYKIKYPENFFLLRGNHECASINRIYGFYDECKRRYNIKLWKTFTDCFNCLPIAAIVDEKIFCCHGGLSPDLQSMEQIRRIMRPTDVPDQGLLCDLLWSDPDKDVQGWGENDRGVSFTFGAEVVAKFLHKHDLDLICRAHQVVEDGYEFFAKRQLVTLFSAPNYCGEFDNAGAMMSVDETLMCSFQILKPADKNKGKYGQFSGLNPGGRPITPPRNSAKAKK
LYPLA2 counter = LYPLA2 (human) inhibition in PME1 counter-screen; O95372; recombinant LYPLA2, FP-Rh probe fluorescence polarization; inhibition, % at 5.9 µM; 320,000 tested, 0.38% active; AID 2177;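 active = inhibition above the screen-wide mean plus 3 SD, limit set per campaign, cut at about 26% in these data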;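 also: 0% = LYPLA2 with DMSO and 100% = wells lacking LYPLA2 enzyme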
Target sequence (O95372 whole entry, looked up): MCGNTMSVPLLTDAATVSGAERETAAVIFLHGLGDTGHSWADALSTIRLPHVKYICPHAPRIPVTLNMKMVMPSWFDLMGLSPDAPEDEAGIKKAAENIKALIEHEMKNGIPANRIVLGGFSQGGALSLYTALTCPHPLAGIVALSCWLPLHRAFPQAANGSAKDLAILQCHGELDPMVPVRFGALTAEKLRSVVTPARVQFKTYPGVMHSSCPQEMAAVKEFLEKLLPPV
Fh CTSL1 inh = counter-screen for PFM18AAP inhibitors: inhibitors of F. hepatica cathepsin L1 | 300,000 tested, 0.49% active | inhibition, % at 5.96 µM | recombinant F. hepatica cathepsin L1, Z-Leu-Arg-MCA fluorescence;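 active = inhibition above the mean of all tested compounds plus 3 SD, set per screening campaign, cut at about 17% in these data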;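 also: 0% = plate median of test compound wells and 100% = 1 µM Z-Phe-Ala-diazomethylketone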
The depositor's hits bear a star; i = inactive; . = not tested or not shown. Some of the compounds tested; rates above refer to the full screens.

SMILES	HCV core dimer	PREPL inh	JMJD2C inh	Efflux pump mplx	PP5 inh	TPT1 inh	PP1 inh	LYPLA2 counter	Fh CTSL1 inh
CC1S/C(=N/N=C2CCCCC2)NC1=O (configuration not stated)	-9.7	-1.2	7.3	-0.2	-1.0	-1.8	-3.6	3.2	-5.5
O=C(NCc1nnc(SCC(=O)N2CCCc3ccccc32)n1-c1ccccc1)c1cccc2ccccc12	15.5	0.2	1.1	0.6	1.2	2.9	3.1	2.3	2.2
COC(=O)c1ccccc1NC(=O)NC1CCC(C)CC1 (configuration not stated)	8.8	0.2	17.8	0.1	0.1	-1.9	-0.4	-0.4	0.7
CCC(=O)Nc1ccnc(-c2cccnc2)n1	-5.1	10.9	-8.3	0.0	0.2	1.2	-2.1	4.3	-0.4
CCCN(C(=O)COC(=O)CC1CCCCC1)c1c(N)n(Cc2ccccc2)c(=O)[nH]c1=O	1.0	-4.1	i	0.0	1.0	-2.6	1.3	-3.9	3.4
Cc1ccc(Cl)cc1NC(=O)CCC(=O)Nc1cc(Cl)ccc1C	-0.5	-4.7	-7.0	-0.1	-0.6	-0.4	0.5	-0.1	-2.2
Cc1ccc(S(=O)(=O)N2CCN(S(=O)(=O)N3CCCCC3)CC2)c(C)c1	3.4	11.6	-18.0	0.0	-0.1	-6.0	1.1	3.2	-1.1
O=C(CN1C(=O)/C(=C\c2cccc(F)c2)Oc2ccccc21)N1CCN(c2ccccn2)CC1	4.9	0.7	3.0	-1.2	-1.2	1.4	-0.9	3.0	-0.9
CC(Oc1ccccc1)C(=O)NN1Cc2ccccc2C1=N (configuration not stated)	-0.3	-1.7	-7.0	0.1	0.1	3.3	-3.1	-5.0	1.9
Cc1onc(C(=O)N2CCN(c3ccccc3)CC2)c1[N+](=O)[O-]	12.4	4.4	2.3	-0.1	-0.5	-1.9	-1.1	-2.5	2.1
CCOc1ccc(Br)cc1S(=O)(=O)Nc1ccc(N2CCOCC2)cc1	-0.1	16.2	-2.5	-0.1	0.3	-4.6	-0.7	-3.5	-0.4
COC(=O)CCN1CCN(S(=O)(=O)c2ccccc2Br)CC1	-1.6	2.3	-7.3	-0.1	1.7	3.2	0.8	-5.1	0.4

Results in LYPLA2 counter, for some of the entries so far:
| SMILES | LYPLA2 counter |
| --- | --- |
| COC(=O)c1ccccc1NC(=O)NC1CCC(C)CC1 (configuration not stated) | -0.4 |
| CCC(=O)Nc1ccnc(-c2cccnc2)n1 | 4.3 |

Continued:
SMILES	HCV core dimer	PREPL inh	JMJD2C inh	Efflux pump mplx	PP5 inh	TPT1 inh	PP1 inh	LYPLA2 counter	Fh CTSL1 inh
CCSc1nc2c(sc3ccccc32)c(=O)n1C(C)C	6.2	8.5	-18.3	0.1	-2.3	0.5	-0.7	7.7	3.1
O=C(NCC1CCCO1)c1cc2ccccc2[nH]1 (configuration not stated)	-6.6	-8.5	17.0	-0.1	-1.7	1.2	-4.5	-8.8	1.8
CCCCc1nc(NCCNC(=O)c2ccco2)c(C#N)c2c1CSC(C)(C)C2	18.4	2.0	-1.9	0.3	-3.8	-6.3	-4.7	-2.3	15.4
Cc1ccc(C)c(CN2C(=O)NC3(CCCCCC3)C2=O)c1	6.1	-3.5	4.0	-0.1	0.9	-1.4	-0.5	1.2	2.2
COc1cc(C(=O)OCC(=O)Nc2cccc(S(=O)(=O)N3CCCC3)c2)ccc1OCC(C)C	3.2	11.4	0.1	0.0	6.8	-4.4	1.7	-41.4	-6.5
Cc1cccc(NC(=S)N2CCC(NC(=O)c3cccc(F)c3)CC2)c1	2.6	1.4	-5.2	-0.2	0.5	-1.9	-4.7	1.2	-0.8
CN1CCN(CC#CCC(O)(c2ccccc2)c2ccccc2)CC1	-1.1	-6.6	-11.2	0.0	0.2	-1.3	-2.8	2.4	4.7
Cc1ccccc1-n1ncc2c1CC(C)(C)CC2NC(=O)CCN1Cc2ccccc2C1=O (configuration not stated)	1.4	12.2	-12.8	-0.1	1.5	1.0	-3.1	3.0	-2.3
CCCc1[nH]c2ccc(C(=O)OC)cc2c1CCC	-9.1	12.7	-0.2	-0.1	6.8	-1.2	-2.1	0.3	-0.8
COCCn1c(SCC(=O)Nc2cccc(OC)c2)nc2c(oc3ccccc32)c1=O	3.5	-33.7	6.9	0.0	0.6	2.5	-2.1	-1.3	-0.2
CC(C)(C)c1ccc(C(=O)c2c[nH]c(C(=O)NCc3cccnc3)c2)cc1	-7.4	-10.3	-4.2	0.1	3.1	1.7	0.5	2.5	1.6
CCN(CC)CCNC(=O)c1cn(CC)c2ccc(S(=O)(=O)N(C)C)cc2c1=O	0.1	-3.0	-7.3	0.0	0.6	2.6	-2.8	-1.9	-23.4
COCCn1c(Cc2ccccc2)nnc1SCC(=O)N1CCOCC1	-1.7	23.1	2.9	0.1	-2.2	4.6	-5.5	-6.4	-2.6
O=C1C(C=NCc2ccco2)=C(O)c2ccccc21	1.6	6.0	0.3	0.0	-0.8	2.0	2.7	-2.0	2.5
CCOC(=O)COc1ccc(S(=O)(=O)Nc2ccc(C)cc2)cc1	6.7	-5.5	14.1	-0.1	2.4	1.5	-2.2	1.6	0.2
CCCCOC(=O)c1cc(C)nc2ccc(Br)cc12	-1.0	-7.1	1.1	0.0	-1.5	-0.7	-1.1	-2.3	-5.0
CCN(CC)C1CCN(Cc2cn[nH]c2-c2ccc(OC)c(F)c2)C1 (configuration not stated)	-7.4	6.4	-15.9	0.0	2.2	0.2	0.1	-1.5	-1.8
O=C1c2nccnc2C(=O)N1c1ccc(F)cc1	3.7	4.7	-5.8	-0.1	5.0	-3.8	0.3	0.1	3.0
O=CN1CCN(c2c([N+](=O)[O-])c(=O)oc3ccccc23)CC1	-2.4	-9.1	-1.4	-0.2	-1.7	0.4	-2.5	-6.0	4.9
CCC(C(=O)Nc1cccc(C(=O)O)c1C)c1ccccc1 (configuration not stated)	-0.6	-4.8	-5.0	-0.1	1.1	-4.5	-2.1	-0.5	1.3
COc1ccc(-n2c(Cc3cccn3C)nnc2SCC(=O)NC2CCCC2)cc1	3.7	9.6	-6.6	0.4	4.5	1.4	-0.7	-6.2	-1.2
COC(=O)C1(C(F)(F)F)C2C=CC(C2)N1S(=O)(=O)c1ccc(C)cc1 (configuration not stated)	6.3	-7.3	-5.8	-0.1	-0.7	0.3	-0.7	-7.2	-5.7
COc1ccc(CCNC(=O)CNS(=O)(=O)c2ccc(Br)cc2)cc1	3.4	-44.8	4.4	0.1	0.2	-2.7	-2.7	-4.6	-0.5
N#C/C(=C(/O)c1ccc(Cl)cc1)c1nc2ccccc2[nH]1	1.1	0.4	13.4	0.3	1.3	-0.1	6.9	0.0	1.4

Two compounds drawn at random from the list so far, as already listed:
SMILES	HCV core dimer	PREPL inh	JMJD2C inh	Efflux pump mplx	PP5 inh	TPT1 inh	PP1 inh	LYPLA2 counter	Fh CTSL1 inh
CC(Oc1ccccc1)C(=O)NN1Cc2ccccc2C1=N (configuration not stated)	-0.3	-1.7	-7.0	0.1	0.1	3.3	-3.1	-5.0	1.9
CCOC(=O)COc1ccc(S(=O)(=O)Nc2ccc(C)cc2)cc1	6.7	-5.5	14.1	-0.1	2.4	1.5	-2.2	1.6	0.2

The results go on:
SMILES	HCV core dimer	PREPL inh	JMJD2C inh	Efflux pump mplx	PP5 inh	TPT1 inh	PP1 inh	LYPLA2 counter	Fh CTSL1 inh
CCCCC(CC)C(=O)NCCc1ccc(S(N)(=O)=O)cc1 (configuration not stated)	-4.8	7.0	2.4	-0.1	1.9	-3.6	-0.9	3.0	-2.4
CC1(C(=O)O)C=CC2(CCCCC2)N1C(=O)c1ccccc1 (configuration not stated)	-9.1	-0.5	-2.6	.	0.6	-3.5	-0.4	7.8	2.1
CC(C)c1ccc(N(CC(=O)NC2CCCC2)C(=O)CCC(=O)Nc2nccs2)cc1	15.6	-7.4	-1.8	0.2	2.5	-2.9	-1.0	-2.7	-1.9
CC(C)(C)OC(=O)N1CCC[C@H]1C(=O)NCC1CCC(C(=O)O)CC1 (some centres not stated)	6.9	3.2	0.4	-0.2	-3.3	2.4	-1.0	1.6	0.1
CC(C)OC(=O)c1ccc(COc2ccc3ccc(=O)oc3c2)o1	7.5	-4.7	-0.5	-0.1	1.3	-0.5	0.3	10.9	-1.3
COC(=O)C1(O)CC(CC(C)C)=NN1C(=O)c1ccccc1 (configuration not stated)	-1.5	5.0	6.5	0.2	0.8	-6.3	-3.7	5.8	0.6
COc1ccccc1CNC(=O)CSc1ccccc1	-6.4	-12.4	18.7	0.0	0.3	-4.9	2.3	5.3	1.8
Cc1cc(OCC(=O)NCCO)ccc1Cl	6.6	-7.2	0.0	0.0	4.5	3.9	-4.6	2.4	-3.6
Nc1ccccc1Nc1nc2ccccc2[nH]1	-29.8	-9.4	2.4	-0.2	-4.4	-4.1	-0.9	4.6	0.9
C[C@H](NC(=O)OC(C)(C)C)C(=O)N/N=C/C1=Cc2ccccc2OC1	3.3	34.9	-17.1	0.1	-0.5	2.5	-2.8	-2.2	3.1
CN(C)S(=O)(=O)c1cccc(-c2nn(-c3ccccc3)cc2/C=C(/C#N)C(=O)NCc2ccco2)c1	21.2	-3.4	0.5	0.2	3.5	3.3	2.5	-6.4	4.7
Cc1ccc2c(Cl)c(C(=O)Nc3nn[nH]n3)sc2c1	-0.3	-0.6	0.9	-0.1	0.3	-1.8	10.3	-4.4	-3.4
COc1ccc(/C=C/c2ccc3ccccc3[n+]2C)cc1OC	-9.1	21.1	-1.2	1.1*	-0.8	18.9	1.1	1.4	0.6
COc1cc(C2SCC(=O)N2c2c(C)n(C)n(-c3ccccc3)c2=O)ccc1O (configuration not stated)	-2.5	7.5	-0.1	0.1	-0.8	2.5	-6.5	-1.2	-0.1
COc1ccc(CN(C)CC(O)COC(c2ccccc2)c2ccccc2)c(OC)c1OC (configuration not stated)	2.4	19.9	5.3	0.0	2.8	1.2	-1.1	4.4	0.6
O=C(CSc1ncn[nH]1)NCCOc1ccccc1	-2.5	-2.7	1.1	0.0	1.1	1.2	-4.5	2.2	-1.7
C=C(c1ccc(OC)cc1)c1ccc(OC)cc1	8.2	5.3	-5.9	0.3	-1.0	-0.6	-0.6	2.8	2.2
COc1ccccc1CNC(=O)c1ccccc1C(=O)NC(C)(C)C(=O)NCc1ccccc1OC	-1.8	-3.0	8.2	0.1	0.0	-5.2	-4.6	11.3	-4.9
O=C(NCCc1ccccc1)C(=O)NCC(c1ccco1)N1CCOCC1 (configuration not stated)	-5.0	15.7	2.2	0.3	-2.5	0.3	-6.8	-4.9	-5.9
COc1cc(C(=O)OCC(=O)NCc2ccc(F)cc2)cc(NC(=O)c2cccs2)c1OC	0.9	-5.8	0.2	0.2	-2.7	-2.1	1.9	-18.3	2.8
COc1ccccc1COc1ccc2c(C)c(CC(=O)O)c(=O)oc2c1C	10.0	8.6	-1.9	0.2	0.9	3.1	1.0	6.8	-1.1
Cc1ccc(NC(=O)CCNS(=O)(=O)c2ccc3[nH]c(=O)oc3c2)c(Cl)c1	-0.1	-3.1	8.2	-0.2	0.7	-0.5	0.8	5.5	-4.6
C=CCn1c(SCC(=O)Nc2nc(C)cs2)nnc1C(C)NC(=O)c1ccccc1Cl (configuration not stated)	1.7	-5.2	-13.4	0.4	-0.6	1.0	1.6	3.0	2.1
CN=C(Nc1cc(C)nn1CCC#N)c1ccccc1	-5.1	-2.2	4.0	0.2	3.3	2.1	-3.8	-1.9	-0.2
